From PubChem
LmPK inhibitor – qHTS Assay for Inhibitors of Leishmania Mexicana Pyruvate Kinase (LmPK) | Q27686 | purified LmPK, Kinase-Glo ATP luminescence, 1 h | Potency, µM (series often up to 57.5 µM), for the others: at the highest dose activity change, negative = inhibition, most hits filed as inhibitors | 0.37% of 290,000 active | AID 1721, 2009
Target sequence (Q27686 whole entry, looked up): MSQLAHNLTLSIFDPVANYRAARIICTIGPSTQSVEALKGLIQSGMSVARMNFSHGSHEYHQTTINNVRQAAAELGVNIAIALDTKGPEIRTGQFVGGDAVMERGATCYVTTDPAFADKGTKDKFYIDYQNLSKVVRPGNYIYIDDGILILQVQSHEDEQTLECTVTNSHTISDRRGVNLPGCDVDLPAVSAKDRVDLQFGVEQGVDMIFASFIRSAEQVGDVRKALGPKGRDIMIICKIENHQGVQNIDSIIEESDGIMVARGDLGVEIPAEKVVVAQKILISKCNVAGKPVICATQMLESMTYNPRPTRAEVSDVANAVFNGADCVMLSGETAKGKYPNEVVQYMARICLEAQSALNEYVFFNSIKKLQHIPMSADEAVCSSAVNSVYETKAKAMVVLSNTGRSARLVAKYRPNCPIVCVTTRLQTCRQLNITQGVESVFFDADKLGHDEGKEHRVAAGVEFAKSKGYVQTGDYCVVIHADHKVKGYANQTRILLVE
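ATP generated from ADP (0.1 mM) and PEP (0.5 mM) by 0.1 nM LmPK over 1 h at room temperature (pH 7.2 imidazole buffer) was detected by coupled luciferase luminescence. Values were normalized to uninhibited and no-enzyme wells.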
Pf growth 48h – Primary qHTS for delayed death inhibitors of the malarial parasite plastid, 48 hour incubation | P. falciparum luciferase growth in erythrocytes, 48 h | Potency, µM (series often up to 28.7 µM), without a hit: top-dose activity change, negative = inhibition, most hits filed as inhibitors | 5.9% of 310,000 active | AID 504832, 2011
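Parasite viability was followed by luminescence of a genomically integrated firefly luciferase. Cultures held 0.1% parasitemia at 2% hematocrit (final), incubated under 5% CO2 at 37 C.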
TbPYK inhibitor – qHTS of Trypanosoma Brucei Inhibitors; pyruvate kinase (Trypanosoma brucei), Q57TT1; AID 624173, 2012; Potency, µM (series often up to 76.8 µM), for the others: at the top dose activity, negative = inhibition, actives largely listed as inhibitors; 0.12% of 410,000 active; TbPYK enzyme, Kinase-Glo Plus ATP luminescence, 45 min; also: nearly all actives have a fitted effect of over 50% in size
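Assay buffer: 50 mM TEA pH 7.2, 100 mM KCl, 10 mM MgCl2, 0.05% BSA, 0.01% Tween-20. Pyruvate kinase from T. brucei plus substrate met compound, then ADP (130 uM final). Luminescence was read post 45 min RT.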
Sm TGR block – qHTS Assay for the Inhibitors of Schistosoma Mansoni Peroxiredoxins; Schistosoma mansoni thioredoxin glutathione reductase (TGR), Q962Y6; 3% of 360,000 active; purified TGR, DTNB reduction, TNB absorbance 405 nm; Potency, µM (titrated, usually from 114 µM), inactives show at the top dose activity change, negative = inhibition, hits mostly inhibitors; also: nearly all actives have a fitted effect of over 60% in size
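TGR 20 nM + NADPH 100 uM (dispensed conc.), cpd preinc 15 min RT; start with NADPH (500 uM addition) then DTNB (15 mM addition). Kinetic TNB absorbance, 405 nm filter. Four-parameter Hill fit across titration.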
HCV inhibitor – qHTS Assay for Inhibitors of Hepatitis C Virus (HCV). Huh7.5.1 HCVcc-Cre infection, luciferase reporter, 44 h. Potency, µM (highest dose often 41.8 µM), without a hit: at the top dose activity change, negative = inhibition, actives largely listed as inhibitors. 3.4% of 340,000 active. AID 651820, 2012
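Seed cells (1,000/well) for 4 h; treat with compound and infect with HCVcc-Cre, moi about 0.5. Incubate 44 h, then detect luciferase activity.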
Pf growth 96h – Primary qHTS for delayed death inhibitors of the malarial parasite plastid, 96 hour incubation. P. falciparum luciferase reporter growth, 96 h. Potency, µM (series often up to 28.7 µM), for inactives: at the top dose activity change, negative = inhibition, usual class: inhibitors. 6.9% of 320,000 active
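Compounds incubated with erythrocytes infected by luciferase-expressing P. falciparum (2% hematocrit, 0.05% parasitemia final) for 96 hours, 37 C in 5% CO2. Growth inhibition scored as decreased luciferase luminescence.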
Active calls of the source: *; ? = inconclusive; · = not tested or not shown; [ ] = dose if it differs, or a comment. Calls follow the shape of the dose curve; as a rule, active = well fitted curve in the direction sought with a large enough effect; inconclusive = small, poorly fitted or top-dose-only effect, or another doubt; inactive = no such curve, though single readings can be large; an effect the other way counts as inactive or inconclusive. % is scaled to controls: 0 for no effect and ±100 for the full control effect; potency is read from the fitted curve at half-maximal effect. Compounds were not picked by outcome. About 16% of those tested had a hit in this group.

Each structure is followed by: Sm TGR block, Pf growth 48h, LmPK inhibitor, HCV inhibitor, TbPYK inhibitor, Pf growth 96h
> CC(C)=NN1C(=O)c2ccccc2NC1(C)C
 : 0%, 6%, -1%, 30%[activator], -2%, 14%
> CC(C)NS(=O)(=O)c1ccc(CCC(=O)O)cc1
 : -6%, 20%, -3%, ?, -5%, ·
> COc1ccc(-c2ccc(-c3nnc(-c4ccncc4)o3)cc2)cc1
 : -10%[11.4 µM], ·, 1%, ·, ·, ?
> COC(=O)CN(C)C(=O)c1ccc(OC2CCN(S(=O)(=O)N(C)C)CC2)cc1
 : -23%, 13%, 1%, 6%, 7%, ?
> O=C(O)c1ccc(NCc2cccs2)cc1
 : 7%, 0%, 1%, 29%, -2%, -25%
> O=C(NCCCNC(=O)c1ccc(Cl)cc1Cl)c1cnccn1
 : 0%, 6%, 1%, 12%, -2%, 5%
> COC(=O)C1=CN(Cc2ccc(OC)c(OC)c2)C=C(C(=O)OC)C1c1cccc(O)c1
 : 10%, ?, -1%, 2%, 4%, 141%[activator]
> CCOCCNC(=O)c1ccc2c3c(cccc13)CC2
 : -2%, ·, 0%, -5%, 1%, 53%[activator]
> Cc1ccc(N2C(=O)NC(=O)/C(=C\c3ccsc3)C2=O)cc1C
 : -17%, 5%, 0%, 6%, ·, 7.4µM*
> CN1CCN(c2ccccc2NC(=O)c2ccc(OCc3ccccc3)cc2)CC1
 : 8%, 7.4µM*, 6%, 11µM*, 3%, 13µM*
> CC(O)C(N)C(=O)O (configuration not stated)
 : ·, -9%, ·, ·, -9%, 0%
> COC(=O)c1c(C)nc2c(c(SC)nn2-c2ccccc2)c1N
 : 15%, ?, -4%, 11µM*, 16%, ·
> COc1cc(C(=O)Oc2cccnc2)cc(OC)c1OC
 : -2%, -11%, 0%, 1%, 5%, -15%
> CC(Sc1nnc(C2CC2)n1C1CC1)C(=O)N(C)Cc1cccc(F)c1 (configuration not stated)
 : -4%, 3%, ·, -4%, 5%, ?
> COc1ccc(CNc2ccc(C)c(C)c2)c(OC)c1OC
 : 2%, ?, -5%, ?, 3%, 11%
> Cn1cnc2cc(NCc3ccccc3O)ccc21
 : -3%, 71%[activator], -2%, 13%, -2%, ?
> CCC(=O)Nc1cccc(NC(=O)CSc2nnc(C3CC3)n2C)c1
 : -2%, -5%, -2%, -10%, 4%, 37%[activator]
> O=c1ccnc(Sc2ncccc2[N+](=O)[O-])[nH]1
 : -6%, -6%, 1%, -2%, -16%, -16%
> COc1ccc(Br)cc1CN(C)CC(=O)Nc1c(Cl)ccc(C)c1Cl
 : -2%, 2%, 1%, 9%, -3%, -17%
> Cc1ccc(C(=O)N/N=C/c2cc(C)n(-c3ccc(Br)cc3)c2C)cc1[N+](=O)[O-]
 : 12%, -1%, 8%, 20µM*, 2%, -13%
> O=[N+]([O-])c1ccc(NCc2ccncc2)cc1
 : -10%, -4%, 0%, 19%, 1%, 0%
> CNC(=O)CN(c1ccc(C23CC4CC(CC(C4)C2)C3)cc1)S(C)(=O)=O
 : ·, ?, 4%, 4%, 4%, 5%
> Cc1cccc2cc(CN(CCN3CCCC3)C(=O)NC3CCCCC3)c(=O)[nH]c12
 : -10%, 4.7µM*, 0%, -12%, 2%, ?
> CCOC(=O)Cc1csc(NC(=O)Nc2cccs2)n1
 : -22%, 19%, 3%, -3%, -7%, 86%[activator]
> NS(=O)(=O)c1cccc(NC(=O)COC(=O)C2CCCCC2)c1
 : -1%, 12%, 1%, 23%, -5%, 34%[activator]
> CCCCCCCNC(=O)CN1C(=O)CSc2ccc(S(=O)(=O)N3CCOCC3)cc21
 : 1%, -29%, 8%, ?, 0%, 3%
> COc1cc(=O)[nH]c(SC(C)C(=O)Nc2cc(C)on2)n1 (configuration not stated)
 : -1%, 17%, 2%, 3%, 4%, 18%
> COc1cc(NC(=O)COC(=O)/C=C/c2ccc(Cl)cc2Cl)cc(OC)c1
 : 1%, 6%, -1%, 4%, -4%, 0%
> CCCCn1c(N)c(N(CC(C)C)C(=O)c2ccco2)c(=O)[nH]c1=O
 : -6%, 6%, ·, 7%, 4%, 50%[activator]
> Cc1ccc(NC(=O)COC(=O)Cn2cnc3c2c(=O)n(C)c(=O)n3C)cc1F
 : 6%, 30%, ·, -10%, 6%, 24%
> COCCOC(=O)c1c(C)n(C)c2ccc(OC(=O)c3ccccc3F)cc12
 : -1%, ·, 10%, 1%, 1%, 23%
> CCNC(=O)c1ccccc1NC(=O)c1cccc(S(=O)(=O)N2CCC(C)CC2)c1
 : -4%, ?, -11%, 10µM*, -7%, 49%[activator]
> N#CCSc1nc2cc(C(=O)N3CCC(C(N)=O)CC3)ccc2c2nc3ccccc3n12
 : 3%, ?, 0%, ?, -8%, 5%
> CN(CC(=O)Nc1ccc(S(=O)(=O)N2CCCC2)cc1)Cc1c(F)cccc1Cl
 : -2%, -21%, 0%, ?, 2%, 13µM*
> CC1CN(S(=O)(=O)c2cccc(C(=O)OCCOc3ccccc3)c2)CC(C)O1 (configuration not stated)
 : 4%, ?, ·, ?, -4%, ?
> Cc1csc2nc(CCNS(=O)(=O)c3cccs3)cn12
 : 1%, ·, 7%, 12%, 3%, 85%[activator]
> O=C(CN1C(=O)CSc2ccc(S(=O)(=O)N3CCOCC3)cc21)NCc1ccc(F)cc1
 : 7%, 3%, 2%, 2%, 3%, -26%
> COc1cc(/C=C/C(=O)Nc2ccncc2)cc(OC)c1OC
 : 4%, -10%, -1%, ?, -8%, 43%[activator]
> Cc1[nH]c(=O)c(C#N)cc1-c1csc(-c2ccccc2)n1
 : -10%, ·, -6%, 7%, -15%, 19%
> Cc1ccc2nc(NC(=O)CCn3cccc3)sc2c1
 : -9%, 90%[activator], -13%, -19%, 2%, ?
> Fc1cccc(NC(=S)NC2CCCCCCC2)c1
 : -5%, ?, 1%, -28%, 2%, 80%[activator]
> CN=CC1=C(O)CC(C)(C)CC1=O
 : 11%, -6%, -3%, 6%, 2%, -10%[5.75 µM]
> Cc1ccccc1NC(=O)CC(=O)Nc1ccccc1C
 : -6%, 25%, 0%, 7%, -5%, 25%
> COc1ccc(NC(=O)C2CCCN(S(=O)(=O)c3cnc[nH]3)C2)cc1 (configuration not stated)
 : 0%, ·, 3%, 0%, 0%, 0%
> CCCC(C)C(=O)OCC(=O)Nc1ccc(Br)cc1 (configuration not stated)
 : 45µM*, -14%, 13%, ·, ·, 13%
> CCCCn1c(=O)[nH]c(=O)c2c1nc(-c1ccccn1)n2CC
 : -4%, -3%, 7%, 8%, -2%, -28%
> CCCC1=C(C(=O)OCC)C(c2ccccc2OC)NC(=O)N1 (configuration not stated)
 : 4%, -12%, 5%, -11%, -4%, 10%
> O=C(Nc1nc2c(s1)CCCC2)c1cccnc1
 : -5%, 70%[activator], -12%, -4%, -5%, 9%
> Cc1cccc(OCC(=O)NCC(=O)N/N=C/c2ccccc2)c1
 : -2%, 24%, 12%, 11%, 0%, 27%
> Cn1c(=O)oc2cc(S(=O)(=O)Nc3ccc(Cl)cc3F)ccc21
 : 3%, 5%, 0%, 14%, -13%, -47%
> Cc1ccc(N2C(=O)[C@@H]3[C@H](C2=O)C2CCCN2[C@@H]3C(=O)c2ccccc2)cc1 (some centres not stated)
 : 32µM*, 12µM*, 1%, ?, -18%, ?
> CC(=O)c1ccc(NC(=O)COC(=O)c2nc(Cl)ccc2Cl)cc1
 : 13%, 4%, 5%, 10%, 8%, 37%[activator]
> O=C(CCS(=O)(=O)c1ccccc1)N1CCOCC1
 : -1%, 56%[activator], 2%, -9%, -4%, -15%
> N#Cc1ccccc1NC(=O)COC(=O)/C=C/c1cn(-c2ccccc2)nc1-c1ccc(Cl)cc1
 : -2%, 2%, 1%, -4%, 4%, 8%
> COC(=O)c1sccc1NC(=O)NC1CCCCC1
 : 7%, 74%[activator], -13%, -16%, 2%, -7%
> CN(C)[C@H]1C(=O)C(C(=O)NCN2CCCC2)=C(O)[C@]2(O)C(=O)C3=C(O)c4c(O)cccc4[C@@](C)(O)[C@H]3C[C@@H]12
 : ·, -6%[12.8 µM], ·, ·, 0%[33.2 µM], 4%[12.8 µM]
> COCCCNC(=S)N1CCN(c2nc(C)nc3sc4c(c23)CCCC4)CC1
 : -11%, ?, -1%, 10µM*, -11%, 166%[activator]
> Cc1ccc(CC23CN4CCN(CC(C4)C2O)C3)c(C)c1 (configuration not stated)
 : 0%, -6%, -10%, 3%, 3%, ?
> Cc1cccc(NC(=O)Nc2cccc(C)n2)n1
 : 7%, 81%[activator], -4%, -13%, 0%, ?
> CC1=C(C(N)=O)C(c2ccccc2)n2nc(-c3ccncc3)nc2N1 (configuration not stated)
 : -17%, 11%, -4%, 21%, 2%, 47%[activator]

(cont.)
Each structure is followed by: Sm TGR block, Pf growth 48h, LmPK inhibitor, HCV inhibitor, TbPYK inhibitor, Pf growth 96h
> COc1ccc(C2Nc3ccccc3C(=O)N2Cc2ccco2)cc1COc1ccc(NC(C)=O)cc1 (configuration not stated)
 : ?, ?, 5%, ?, -8%, 10µM*
> O=C(Cc1c[nH]c2ccccc12)OCC(=O)c1ccccc1
 : 0%, 13%, 3%, ?, -10%, ·
> O=C(C1CN(S(=O)(=O)c2ccccc2)CCN1S(=O)(=O)c1ccccc1)N1CCCCCC1 (configuration not stated)
 : -4%, ?, 0%, -18%, 1%, ?
> COc1ccc(C2C(C#N)=C(N)N(c3ccccc3)C3=C2C(=O)CCC3)cc1Cn1cc([N+](=O)[O-])cn1 (configuration not stated)
 : 0%, 8.3µM*, 0%, ?, 8%, 15µM*
> C#CCSc1nc(N)c2c(n1)OC(N)=C(C#N)C2c1cccnc1 (configuration not stated)
 : -13%, ?, 0%, 0%, -4%, 118%[5.75 µM]
> COc1ccc(NS(=O)(=O)c2cccs2)cc1S(=O)(=O)N1CCOCC1
 : -2%, -9%, -3%, 11%, 3%, 39%[activator]
> COc1ccc(S(=O)(=O)N2CCc3cc(OC)c(OC)cc3C2)cc1
 : 0%, 0.83µM*, -2%, -25%, -12%, -6%
> Cc1ccc(C)c(-n2c(CNc3ccc(F)cc3)nnc2SCC(N)=O)c1
 : 4%, -29%, -2%, 10%, -16%, 80%[activator]
> C[n+]1cn(Cc2cc(Cl)ccc2OC(F)F)c2ccccc21
 : ?, ?, -7%, 15%, 4%, ?
> O=Cc1cn(-c2ccc(F)cc2)c2ccccc12
 : -6%, 7%, -1%, 13%, -6%, -17%
> CN(C(=O)COC(=O)c1cc(S(=O)(=O)N2CCCCC2)ccc1N1CCOCC1)C1CCS(=O)(=O)C1 (configuration not stated)
 : -18%, 50%[activator], 1%, 16%, -9%, -2%
> CC1CC(C)CN(C(=O)COC(=O)c2ccc[nH]c2=O)C1 (configuration not stated)
 : 5%, 15%, -1%, 9%, -8%, ·
> CN1CCN(C=NC2=NN(c3cccc(C(F)(F)F)c3)CC2)CC1
 : -5%, 57%[activator], 2%, ?, -8%, 0%
> COc1ccccc1N1CCN(S(=O)(=O)c2c(C)[nH]c(=O)[nH]c2=O)CC1
 : -18%, 14%, 8%, 5%, 10%, -33%

Of the compounds above, 3 contain bromine.
Each structure is followed by: Sm TGR block, Pf growth 48h, LmPK inhibitor, HCV inhibitor, TbPYK inhibitor, Pf growth 96h
> COc1ccc(Br)cc1CN(C)CC(=O)Nc1c(Cl)ccc(C)c1Cl
 : -2%, 2%, 1%, 9%, -3%, -17%
> Cc1ccc(C(=O)N/N=C/c2cc(C)n(-c3ccc(Br)cc3)c2C)cc1[N+](=O)[O-]
 : 12%, -1%, 8%, 20µM*, 2%, -13%
> CCCC(C)C(=O)OCC(=O)Nc1ccc(Br)cc1 (configuration not stated)
 : 45µM*, -14%, 13%, ·, ·, 13%
